Bioassay records from PubChem BioAssay.
MCL1-BIM inh: MCL1-BIM-BH3 interaction inhibition (human) | 0.68% of 320,000 active | Q07820 | inhibition, % at 10.9 µM | GST-MCL1 / FITC-Bim-BH3 fluorescence polarization;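 active = inhibition above the mean inhibition of all tested compounds plus 3 SD, set per campaign, cut at about 40% in these data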;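 note: 0% = DMSO wells and 100% = unlabeled Bim-BH3 peptide control; higher means more loss of mP so more displacement of Bim peptide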
Target sequence (Q07820 whole entry, looked up): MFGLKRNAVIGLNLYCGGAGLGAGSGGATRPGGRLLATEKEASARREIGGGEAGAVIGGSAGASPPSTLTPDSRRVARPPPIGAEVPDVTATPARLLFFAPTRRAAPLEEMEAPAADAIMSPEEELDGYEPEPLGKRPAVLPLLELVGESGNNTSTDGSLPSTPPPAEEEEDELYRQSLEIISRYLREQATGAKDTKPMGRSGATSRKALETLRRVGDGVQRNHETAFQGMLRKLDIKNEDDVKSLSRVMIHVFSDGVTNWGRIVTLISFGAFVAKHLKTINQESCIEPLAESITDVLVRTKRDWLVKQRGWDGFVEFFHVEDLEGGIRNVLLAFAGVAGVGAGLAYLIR
Fam108B counter: blocks mouse Fam108B hydrolase in RBBP9 counter-screen; recombinant Fam108B, FP-Rh probe fluorescence polarization; AID 1947; 0.33% of 300,000 active; inhibition, % at 9.51 µM;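 active = inhibition above the screen mean inhibition plus 3 SD, computed separately per campaign, cut at about 18% in these data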;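 note: inhibitors lower polarization as less probe binds the enzyme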
ZTA counter: counter-screen for EBNA-1 inhibitors: inhibitors of Epstein-Barr virus ZTA. P03206. 0.15% of 320,000 active. inhibition, % at 11 µM. ZTA-DNA binding, fluorescence polarization. AID 2234; in the data active = inhibition above about 33%
Target sequence (P03206 whole entry, looked up): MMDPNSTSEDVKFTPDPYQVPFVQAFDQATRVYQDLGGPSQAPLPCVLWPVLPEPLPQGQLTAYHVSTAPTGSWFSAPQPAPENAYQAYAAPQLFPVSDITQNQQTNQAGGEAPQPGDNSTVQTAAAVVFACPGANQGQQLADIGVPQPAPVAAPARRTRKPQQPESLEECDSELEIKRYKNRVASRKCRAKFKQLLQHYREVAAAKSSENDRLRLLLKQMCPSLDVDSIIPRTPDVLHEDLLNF
GLD-1 RNA inh: GLD-1-TGE RNA interaction inhibition (C. elegans); purified GLD-1 + fluorescein TGE RNA, fluorescence polarization; inhibition, % at 5.96 µM; 0.44% of 320,000 active;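 active = percent inhibition above a per-plate cutoff, the plate mean of test compounds plus 3 SD, cut at about 30% in these data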;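 note: 0% = DMSO wells with GLD-1 and probe and 100% = wells lacking GLD-1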
MEX-5 binding: C. elegans MEX-5 TCR-2 RNA binding activity; Q9XUB2; MEX-5/FITC-TCR2 RNA binding, fluorescence polarization; stronger effect = lower value; activity score (negative = inhibition of binding), % at 10 µM; 0.38% of 300,000 active; AID 1832;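 active = inhibition past about -25% in most replicates, and total fluorescence under double the plate's negative control median, limit read from the data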;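 note: 0% = DMSO and -100% = 5 µM competing unlabeled TCR2 RNA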
Target sequence (Q9XUB2 whole entry, looked up): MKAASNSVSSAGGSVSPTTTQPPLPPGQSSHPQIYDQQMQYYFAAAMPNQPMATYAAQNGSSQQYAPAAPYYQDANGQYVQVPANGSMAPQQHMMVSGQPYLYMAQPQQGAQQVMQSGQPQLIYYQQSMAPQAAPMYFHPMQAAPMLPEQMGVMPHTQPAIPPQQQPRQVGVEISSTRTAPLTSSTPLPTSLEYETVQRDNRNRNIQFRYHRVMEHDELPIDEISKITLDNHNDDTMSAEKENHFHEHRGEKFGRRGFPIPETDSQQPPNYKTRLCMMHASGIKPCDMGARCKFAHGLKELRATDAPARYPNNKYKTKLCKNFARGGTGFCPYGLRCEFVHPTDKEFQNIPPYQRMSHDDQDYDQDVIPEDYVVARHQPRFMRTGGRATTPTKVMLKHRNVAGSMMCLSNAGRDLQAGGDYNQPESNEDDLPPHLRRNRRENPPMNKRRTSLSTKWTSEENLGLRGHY
CR mimetic SO: lowers age-related superoxide in aged yeast cells; superoxide response (% of plate mean), % at 10 µM; S. cerevisiae aged cells, superoxide DHE fluorescence; stronger effect = lower value; 0.18% of 330,000 active;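 active = superoxide response under a set limit, about three screen SD below normal, cut at about 65% in these data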;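 note: yeast aged for seven days with compound at 30 °C before DHE staining; 100% = average MFI of all compound-treated wells on the plate with controls excluded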
Efflux pump inh: inhibitors of Candida antifungal efflux pumps expressed in yeast; S. cerevisiae Candida pump triplex, Nile Red efflux; inhibition, % at 10 µM; AID 485275; 0.44% of 330,000 active;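 active = plate passing quality check with inhibition over a set limit, or well fluorescence over plate mean plus 4 SD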;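 note: Nile Red retained in pooled yeast measured as flow cytometry median fluorescence; 0% = buffer negative control and 100% = Enniatin B positive control; higher means more Nile Red kept so more efflux inhibition; some compounds called inactive have numbers as strong as hits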
Bcl-xL primary: inhibitors of human Bcl-xL. GST-Bcl-xL / FITC-Bim BH3 peptide fluorescence polarization. inhibition, % at 10.9 µM. 0.7% of 320,000 active. AID 2129;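 active = inhibition above the mean of all tested compounds plus 3 SD, cutoff set per campaign, cut at about 30% in these data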;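 note: 0% = DMSO wells and 100% = unlabeled Bim-BH3 peptide competitor; inhibitors lower millipolarization by displacing the labeled peptide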
EBNA-1 inh: blocks EBNA-1 binding to DNA. EBNA-1 DNA binding, fluorescence polarization. inhibition, % at 14.8 µM. 0.34% of 300,000 active; in the data active = inhibition above about 28%
An asterisk follows results filed as active; . = not tested or not shown.

SMILES	MCL1-BIM inh	Fam108B counter	ZTA counter	GLD-1 RNA inh	MEX-5 binding	CR mimetic SO	Efflux pump inh	Bcl-xL primary	EBNA-1 inh
Cc1ccc(S(=O)(=O)CCC(=O)N(C)C2CCCCC2)cc1	-5	-1	-9	11	-1.5	100	-0.1	3	0
CCCn1c(SC(C)C(=O)NC2CC2)nnc1-c1ccncc1 (configuration not stated)	-4	.	16	6	.	84	0.0	-2	.
Cc1ccc(C(=O)OCC(=O)N2CC(=O)Nc3ccccc32)s1	1	-3	-3	1	0.5	119	0.2	6	-9
CN(C)S(=O)(=O)c1ccc(C(=O)NCC(=O)N/N=C/c2ccccc2)cc1	1	2	13	5	1.2	111	-0.1	1	2
CCn1c(Cn2nnc(-c3ccccc3)n2)nnc1SCC(=O)Nc1cccc(C)c1C	-4	0	0	2	1.1	70	0.0	1	9
COC(=O)c1ccc(N2CCN(C)CC2)c(NC(=O)c2ccc(-c3ccc(Cl)cc3)o2)c1	-2	3	-1	-5	-1.5	97	0.2	4	10
O=S(=O)(Nc1ccc(N2CCOCC2)cc1)c1ccc(Cl)s1	7	-1	-1	-3	-0.1	103	0.0	6	-12
COC(=O)c1ccc2c(=O)n(C3CCCCC3)c(SCC#N)nc2c1	12	-5	20	1	2.1	112	-0.2	4	3
Fc1ccc(CSc2nc3ccccc3[nH]2)cc1	-2	-2	-23	2	-1.2	80	0.1	6	-3
COc1ccc(-c2c(C#N)c(SCC(=O)c3cc4ccccc4oc3=O)nc(C)c2C(=O)Nc2ccccc2)cc1	3	-10	5	3	-2.6	92	-0.2	6	13
Cc1ccc(Cn2c(C)nc3ccc([N+](=O)[O-])cc3c2=O)cc1	-19	3	13	0	-4.1	101	0.1	-2	1
Cn1c(SCC#N)nc2ccccc2c1=O	3	6	8	4	1.4	97	-0.1	5	0
O=C(O)c1ccc(N/N=C/C2=Cc3ccccc3OC2)cc1	3	8	9	7	-3.0	96	-0.1	6	-1
CCCN(CCC)CCCNC(=O)c1ccc2c(c1)N(CC)C(=O)c1ccccc1S2=O (configuration not stated)	8	-2	15	-1	-2.5	84	0.0	3	-11
CCCCNC(=O)CN(CCc1ccccc1)S(C)(=O)=O	4	-8	17	4	0.2	83	0.0	7	3
CC1CCCC(NC(=O)NC(=O)COC(=O)c2ccc(O)cc2O)C1C (configuration not stated)	6	.	15	8	.	122	0.1	3	.
CCOC(=O)[C@H]1[C@H]2COc3ccc(Cl)cc3[C@@H]2N2C(=O)c3ccc(F)cc3NC(=O)[C@@]12C	9	2	-2	-1	.	.	.	2	-4
Cc1ccc(C(=O)ON=C2CCN(S(=O)(=O)c3ccccc3)CC2)cc1	-1	3	3	-1	-0.2	90	0.3	-1	4
CCC(C)[C@@H](C(=O)Nc1ccc2c(c1)OCO2)N1Cc2ccccc2C1=O (some centres not stated)	4	6	-15	1	-2.0	89	-0.1	3	-4
O=C(CN1CCN(Cc2ccccc2)CC1)Nc1ccc(Br)cc1	3	1	5	1	-4.0	82	0.5	3	4
COc1cccc(CNS(=O)(=O)c2ccc3c(c2)N(C(C)=O)CCO3)c1	-6	4	-14	-3	-1.7	93	0.1	2	2
Nc1ccc(C(=O)NC2CCSc3ccccc32)cc1[N+](=O)[O-] (configuration not stated)	0	0	0	2	2.7	113	0.0	2	-8
CCCCNC(=S)N(CCN(CC)CC)Cc1cc2cc3c(cc2[nH]c1=O)OCO3	14	6	-8	9	-1.9	99	-0.1	3	-2
COCCNC(=O)c1cc(S(=O)(=O)N2CCCCC2)ccc1N1CCOCC1	2	2	-3	-2	0.0	94	0.1	0	-2
COc1ccc(N(C)C(=O)C2CCN(S(=O)(=O)c3cccc4nonc34)CC2)c(OC)c1	-1	1	5	-7	-0.9	94	-0.2	0	3
OC1(c2ccc(F)cc2)CCN(Cc2nnnn2Cc2cccs2)CC1	4	3	15	-2	-0.8	82	0.0	2	7
COCC(=O)N1CCC(Oc2ccc(C(=O)N3C[C@H]4CC[C@H]3C4)cc2)CC1	4	0	23	-2	-1.2	99	-0.1	2	-1
Cc1cccc(C)c1N1CCN(S(=O)(=O)N2CCOCC2)CC1	21	-1	-5	5	0.5	94	-0.1	13	5
COc1ccc(Sc2nc(-c3ccccn3)ncc2OC)cc1	5	3	8	-2	6.8	90	-0.1	0	2
CC(C)Oc1ncnc2c1[nH]c1ccccc12	-11	1	9	8	-1.4	95	-0.1	-6	-6
NC(N)=Nc1cc2ccccc2c2ccccc12	-8	0	8	0	2.7	106	0.0	-1	9
Cc1ccc(-c2nc(CS(=O)CC(=O)N3CCN(c4ccc(F)cc4)CC3)c(C)o2)cc1 (configuration not stated)	2	3	6	4	-1.6	120	-0.7	-1	6
Cc1ccc(C)c(CSc2nnc(-c3ccccn3)n2N)c1	1	1	-1	2	-0.2	98	0.0	-6	0
CC1CC(Nc2ccccc2)c2ccccc2N1C(=O)c1cccnc1 (configuration not stated)	8	2	-9	12	0.2	103	0.0	1	-13
CN(Cc1nccn1C)C(=O)c1ccc2nc(Cc3ccccc3F)oc2c1	0	0	0	0	-0.3	109	-0.1	-1	4
CCCCN(Cc1cc2cc(OC)ccc2[nH]c1=O)C(=O)c1ccco1	-3	4	-1	-8	-2.9	114	-0.3	3	0
CC(=O)NCCn1c(SCC(=O)NCCC(C)C)nc2ccccc2c1=O	-2	-4	9	-5	0.4	103	0.1	1	7
CCn1c(=NC(=O)CS(=O)(=O)c2ccc(F)cc2)sc2cccc(OC)c21	5	-3	-7	-3	4.0	98	0.1	7	0
CCOC1CCCCC1NS(=O)(=O)c1ccc(Cl)cc1 (configuration not stated)	-2	-1	-18	7	3.0	100	0.0	1	-2
O=C(O)c1ccccc1N(Cc1ccccc1)C(=O)CO/N=C/c1ccccc1	-2	-3	9	8	0.3	100	0.0	2	5
O=C(CCC(=O)c1ccccc1)Nc1ccccc1	5	0	-10	-1	-0.7	88	0.0	1	-2
N#C/C(=N\Nc1ccc(Br)cc1)C(=N)N1CCOCC1	-1	0	4	6	-2.5	84	-0.1	2	9
Cn1c(SCC(=O)Nc2cccc(S(=O)(=O)NC3=NCCCCC3)c2)nnc1-c1ccccc1	7	-3	-9	-4	2.8	95	0.1	-4	-2
Cc1cc(C(=O)NCC(c2cccs2)N2CCOCC2)ccc1[N+](=O)[O-] (configuration not stated)	-4	1	4	5	1.6	98	-1.2	-1	5
COc1cccc(-n2c(SCC(=O)NCCC3=CCCCC3)nc3n[nH]c(C)c3c2=N)c1	12	0	2	8	0.9	93	0.6	11	-9
O=C(CNC(=O)c1ccc(Br)cc1)NCC(=O)OCc1ccc(Cl)cc1	10	3	-3	-5	-0.8	97	0.0	5	6
Cc1cccc(NC(=O)Cn2c(=O)oc3cc(S(=O)(=O)N4CCCC4)ccc32)n1	4	1	-8	-3	-0.3	94	-0.1	3	-2
O=C(Nc1nnc(C2=COCCO2)o1)c1ccc([N+](=O)[O-])cc1	5	1	-9	-2	-0.7	104	-0.1	1	12
O=C(O)c1ccc(CSc2nnc(SCc3ccccc3)s2)cc1	3	-3	8	6	0.4	89	0.0	1	3
CCCc1c(C(=O)N/N=C/c2ccc(OCc3ccccc3)c(OC)c2)nnn1-c1nonc1N	-5	-3	9	12	0.5	107	-0.1	3	-8
COc1ccc(/C=N/Nc2ccccc2C(=O)O)cc1	-3	-3	-4	5	-2.5	91	-0.1	6	13
O=C(O)CC(Cc1ccc(Cl)cc1)C(=O)Nc1ccc([N+](=O)[O-])cc1 (configuration not stated)	4	-1	-8	6	-0.4	122	0.0	5	1
CC(C)NC(=S)NN=C1c2ccccc2-c2ccccc21	2	-3	19	8	-1.6	96	0.0	2	8
Cc1cccc(-n2c(=O)c3c(n4cnnc24)-c2ccccc2CC32CCCCC2)c1	10	6	16	5	-2.0	93	0.3	5	10
CCCCOc1ccc(CONS(=O)(=O)c2ccc(NC(C)=O)cc2)cc1Cl	12	-21	0	8	3.2	129	0.1	5	10
CCOc1cc(S(=O)(=O)NC2CC(C)(C)NC(C)(C)C2)ccc1Cl	11	0	0	0	0.3	87	-0.1	1	1
CCN(C(=O)CSc1nnc(-c2ccncc2)n1C)C1CCS(=O)(=O)C1 (configuration not stated)	-11	-3	-8	10	-0.6	99	-0.3	-8	-5
CCCNC(=O)C(=O)NCC(c1ccc2c(c1)OCO2)N1CCN(c2ccc(F)cc2)CC1 (configuration not stated)	4	2	6	5	0.2	92	-0.1	4	1
O=c1cc(NC2CCCCC2)[nH]c(=O)[nH]1	0	1	-6	7	3.7	97	-0.1	6	-4
O=C(Nc1ccc(S(=O)(=O)N2CCCC2)cc1)c1cccnc1	1	0	-1	0	1.3	100	0.0	0	7

Later entries
SMILES	MCL1-BIM inh	Fam108B counter	ZTA counter	GLD-1 RNA inh	MEX-5 binding	CR mimetic SO	Efflux pump inh	Bcl-xL primary	EBNA-1 inh
CCOC(=O)C1(CCOc2ccccc2)CCN(CC2CC2)CC1	3	1	1	6	1.7	110	0.0	-1	0
O=c1[nH]cc(NCCc2ccccc2)c(=O)[nH]1	12	-1	14	13	-6.0	102	-0.1	17	6
COc1ccc(-n2cc(-c3ccccc3)c3c(NCCOCCO)ncnc32)cc1	-3	2	1	-3	2.5	101	0.2	6	9
COc1cc2c(cc1OC)C(C)N(C(=O)c1sccc1C)CC2 (configuration not stated)	0	2	-5	2	-5.0	68	-0.2	2	-4
C=CCNCC#CCOc1ccc(OC)cc1	2	-1	13	-7	-2.5	113	-0.1	6	3
CC(=O)N1CCSc2ccc(S(=O)(=O)NCc3ccccc3)cc21	-6	2	-4	1	-2.2	92	-0.2	5	2
COc1ccc(-c2nc3cc(NC(=S)NC(=O)Cc4ccccc4)ccc3o2)cc1	-5	-16	13	-6	-1.8	99	0.1	-3	13
O=C(COC(=O)c1ccc([N+](=O)[O-])s1)Nc1ccc(F)cc1	4	.	11	-1	.	101	0.1	3	.
CC1SC(=NC(=O)c2ccco2)NC1=O (configuration not stated)	11	-2	-19	13	-2.2	108	-0.2	3	-3
Cc1cc(OC2CCCCC2)nc(NCc2ccccc2)n1	1	-1	4	-3	-4.0	73	-0.1	7	6
CC(C)Cn1c(N)c(C(=O)COC(=O)CC23CC4CC(CC(C4)C2)C3)c(=O)n(C)c1=O	-1	-16	3	2	2.5	119	0.0	0	-4
Cc1ccc(NC(=O)CCn2cccc2)cc1	8	-3	-3	-3	2.3	96	0.0	4	-11
CCCn1nc2cc(C(=O)NCCc3ccc(C)cc3)ccc2c1OCC	0	3	1	4	1.4	94	0.0	8	-4
CCN(CC)C(=O)Cn1cc(C(=O)C(=O)N2CC=C(c3ccccc3)CC2)c2ccccc21	-3	1	3	4	.	97	0.0	2	-6
Cc1nc(N(C)Cc2ccccc2)c2nnn(Cc3ccccc3)c2n1	0	-1	-13	-1	-2.2	99	-0.3	1	12
Cc1cc2nc(/N=C(\N)NC(=O)N3c4ccccc4Sc4ccccc43)nc(C)c2cc1C	3	-8	10	-4	.	78	-0.1	4	-4
COc1ccc2nc(C)cc(N3CCN(c4ccccc4)CC3)c2c1	8	7	-5	4	2.0	85	-0.2	3	3
CC(=O)c1cccc(NC(=O)c2ccc(NC(=O)CCS(=O)(=O)c3cccs3)cc2)c1	5	-10	13	-1	-4.2	94	-0.2	0	5

In a second layout: 2 of the compounds above.
Screens in order – MCL1-BIM inh | Fam108B counter | ZTA counter | GLD-1 RNA inh | MEX-5 binding | CR mimetic SO | Efflux pump inh | Bcl-xL primary | EBNA-1 inh
- CCCNC(=O)C(=O)NCC(c1ccc2c(c1)OCO2)N1CCN(c2ccc(F)cc2)CC1 (configuration not stated)
    4 | 2 | 6 | 5 | 0.2 | 92 | -0.1 | 4 | 1
- O=c1cc(NC2CCCCC2)[nH]c(=O)[nH]1
    0 | 1 | -6 | 7 | 3.7 | 97 | -0.1 | 6 | -4
